From PubChem BioAssay
GalR3 antag – GalR3 antagonists in HEK293 cells, primary screen, cell-based, fluorescence readout | Galanin receptor type 3 (Homo sapiens), O60755 | HEK293 GalR3-CNG cAMP membrane potential fluorescence; galR3 body fused to GalR1 C-terminus | inhibition, % at 3 µM | AID 651719, 2012 | hit rate 0.44% among 360,000;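 active = inhibition above the screen-wide average plus 3 SD, cut at about 13% in these data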;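 note: forskolin and galanin both at EC90 stimulate the cells; cAMP rise reported by CNG channel membrane potential dye signal; 0% = forskolin plus galanin with DMSO and 100% = forskolin alone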
Target sequence (O60755 1-299 limits assumed): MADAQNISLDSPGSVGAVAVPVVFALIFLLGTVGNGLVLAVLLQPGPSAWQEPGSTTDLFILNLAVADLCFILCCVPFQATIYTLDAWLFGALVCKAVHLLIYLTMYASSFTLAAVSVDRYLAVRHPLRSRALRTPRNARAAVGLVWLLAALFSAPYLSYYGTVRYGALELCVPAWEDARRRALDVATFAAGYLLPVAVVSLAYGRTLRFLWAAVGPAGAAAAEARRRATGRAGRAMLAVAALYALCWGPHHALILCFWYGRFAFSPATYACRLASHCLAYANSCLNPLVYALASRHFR
CRFBP-R2 agonist – agonists of CRF-BP/CRF-R2 complex, primary screen, cell-based, HEK293, calcium dye fluorescence, uHTS; calcium dye fluorescence (FLIPR); percent of saturating CRF peptide response; CRF-binding protein / CRF receptor 2 complex (human); activation, % at 13.2 µM; hit rate 0.46% among 350,000;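 active = activation of at least 50%, plus an integration ratio under a set limit after plate pattern correction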;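 note: plate controls were neutral control wells without compound for no effect and CRF at EC100 for full effect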
p-CIP stab down – p/CIP-EGFP fusion destabilizers, primary screen, fluorescence, F442A cells; hit rate 0.01% among 290,000; Q05BA5; decrease of EGFP signal, % at 10 µM; 16 h; AID 1984, 2009;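 active = EGFP signal decrease of at least 30% at 10 µM or well 3 SD below plate mean, unless failing retest; inactive = the rest, including hits failing retest or dose response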; note: some compounds called inactive have numbers as strong as hits; many of its hits are not listed in these tables
PHOSPHO1 block – PubChem AID 1565. Phosphoethanolamine/phosphocholine phosphatase (Homo sapiens), Q8TCT1. recombinant PHOSPHO1, absorbance phosphatase assay. hit rate 1.1% among 290,000. inhibition, % at 13.3 µM; in the data active = inhibition above about 60%
Target sequence (Q8TCT1 whole entry, looked up): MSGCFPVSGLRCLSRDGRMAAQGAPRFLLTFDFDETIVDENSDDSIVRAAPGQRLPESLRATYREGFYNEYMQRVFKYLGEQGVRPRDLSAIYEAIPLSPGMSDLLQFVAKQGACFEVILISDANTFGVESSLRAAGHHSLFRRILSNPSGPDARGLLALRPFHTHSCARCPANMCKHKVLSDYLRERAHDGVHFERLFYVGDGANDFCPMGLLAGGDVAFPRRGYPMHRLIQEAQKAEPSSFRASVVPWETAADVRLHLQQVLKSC
M4 PAM – human M4 muscarinic receptor positive allosteric modulators, primary screen, CHO-K1 cells, Fluo-8 calcium fluorescence; Muscarinic acetylcholine receptor M4 (Homo sapiens), P08173; CHO-K1 hM4/Gqi5, ACh EC20; 0% = ACh EC20, 100% = maximal ACh; activation, % at 3 µM; hit rate 0.4% among 360,000;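 active = activation above its plate's cutoff, the mean activation of sample wells plus 3 SD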; note: some results filed as inactive read as strong as hits
Target sequence (P08173 whole entry, looked up): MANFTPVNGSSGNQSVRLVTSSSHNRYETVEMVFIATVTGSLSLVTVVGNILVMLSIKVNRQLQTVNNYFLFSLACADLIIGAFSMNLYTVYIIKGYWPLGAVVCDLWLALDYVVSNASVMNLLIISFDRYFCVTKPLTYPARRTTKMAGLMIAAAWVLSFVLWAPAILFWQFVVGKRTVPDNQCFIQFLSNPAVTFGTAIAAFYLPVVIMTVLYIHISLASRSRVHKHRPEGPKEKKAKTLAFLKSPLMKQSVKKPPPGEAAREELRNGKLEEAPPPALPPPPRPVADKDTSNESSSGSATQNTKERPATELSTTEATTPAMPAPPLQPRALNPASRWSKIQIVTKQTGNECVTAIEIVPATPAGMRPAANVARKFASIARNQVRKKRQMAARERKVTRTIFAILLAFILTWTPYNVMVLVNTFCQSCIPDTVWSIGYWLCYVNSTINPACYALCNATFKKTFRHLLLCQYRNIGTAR
IDE act – human IDE activators in live cells, primary screen, fluorescence polarization, HEK cells, FAbeta-B substrate; activation, % at 5.96 µM; FAbeta-B cleavage; 0% vehicle, 100% cell-free pure enzyme wells; hit rate 0.073% among 340,000; Insulin-degrading enzyme (Homo sapiens), P14735;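 active = activation above the mean of all tested compounds plus 3 SD, set per screening campaign, cut at about 17% in these data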
CRFBP-R2 block – antagonists of CRF-BP/CRF-R2 complex, primary screen, cell-based, HEK293, calcium dye fluorescence, uHTS | CRF-induced calcium fluorescence | inhibition, % at 11.8 µM | hit rate 0.59% among 350,000 | AID 588475, 2011;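 active = inhibition of the ligand-induced calcium signal above about 50% at the single tested concentration, limit read from the data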
MEKK3 PB1 HTS – modulators of MEKK3-MEK5 PB1 binding, primary screen, biochemical, wildtype MEKK3, multiplex bead flow cytometry, Alexa488-MEK5; Mitogen-activated protein kinase kinase kinase 3 (Homo sapiens), Q99759; bead-based flow cytometry, Alexa488-MEK5 binding to MEKK3; actives lie on both sides; 0 = blocked by unlabeled MEK5, 100 = vehicle; binding response (% of control), % at 10 µM; hit rate 1.4% among 290,000; AID 1529, 2009;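 active = binding response more than 3 SD above or below the average of its plate-row segment, actives on both sides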;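 note: Alexa488 bead fluorescence after subtracting the streptavidin-only scavenger bead signal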
IDE inh – human IDE inhibitors in live cells, primary screen, fluorescence polarization, HEK cells, FAbetaB substrate; Insulin-degrading enzyme (Homo sapiens), P14735; FAbetaB cleavage; inhibition, % at 5.59 µM; hit rate 0.41% among 320,000;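 active = percent inhibition above the average of all tested compounds plus 3 SD, set per screening campaign, cut at about 16% in these data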;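 note: IDE supplied by intact live HEK cells; FP after avidin binding of uncleaved biotin substrate so inhibition keeps polarization high; 0% = DMSO wells and 100% = 60 µM reference IDE inhibitor Ii1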
The depositor's hits bear a star; x = no result given.

SMILES	GalR3 antag	CRFBP-R2 agonist	p-CIP stab down	PHOSPHO1 block	M4 PAM	IDE act	CRFBP-R2 block	MEKK3 PB1 HTS	IDE inh
O=C(CSc1nnc(-c2cccnc2)s1)Nc1ccccc1	-7	-2.2	2	28	1	-2	19	103	1
COc1ccc(C(=O)C2CCCN(C(=O)c3cc(C)nc(C)n3)C2)cc1OC (stereo unspecified)	3	-0.1	-20	52	-12	2	-5	129*	2
Cc1ccc(C(=O)O)cc1-n1c(=O)n(Cc2ccccc2)c(=O)c2[nH]cnc21	-8	-3.2	4	0	8	-1	16	99	4
CCN1C(=O)C(CC(=O)Nc2c(C)cccc2C)SC1=Nc1ccc(S(N)(=O)=O)cc1 (stereo unspecified)	3	1.4	-7	2	4	6	13	110	8
CCOCCCN(C(=O)Cn1nnc2ccccc21)C(C(=O)NCc1ccco1)c1ccncc1 (stereo unspecified)	-3	-0.5	0	-16	6	2	10	102	x
COc1ccc(C(CNC(=O)C2CCN(S(=O)(=O)c3ccc(F)cc3)CC2)N(C)C)cc1 (stereo unspecified)	4	-1.7	-6	5	-9	3	-11	102	-4
COc1cccc(N2C(=O)C3CC=C(Cl)CC3C2=O)c1 (stereo unspecified)	-1	4.7	6	-7	-1	-2	-4	96	-3
CN1CCN(NS(=O)(=O)c2cccs2)CC1	-9	-0.4	-3	-35	-6	-4	-4	94	-1
CCOc1ccc(NC(=O)[C@@H]2CCCN2C(=O)c2cccs2)cc1S(=O)(=O)N1CCCCC1	-1	0.6	x	x	1	3	-1	x	8
N#Cc1ccsc1NC(=O)C1CCCN1S(=O)(=O)c1cccs1 (stereo unspecified)	4	1.5	x	x	4	2	-11	x	-1
Cc1ccc(NC(=O)C2CCN(c3ncnc4c3nc3n4CCCCC3)CC2)cc1Cl	-6	-1.2	-9	19	4	3	5	98	3
CCN(CC(=O)Nc1ccc(C(=O)Nc2ccc(OC)cc2)cc1)Cc1nc2ccccc2c(=O)[nH]1	0	-0.3	-15	7	-3	-2	-3	102	-3
COC(=O)[C@@H](Cc1c[nH]c2ccccc12)NC(=O)CCC(=O)c1ccc(F)cc1	-11	-0.1	2	46	1	6	-14	104	1
CCCCN1C(=O)C(CC(=O)NCc2ccco2)CC(C(=O)N(C)C)=C1C (stereo unspecified)	1	2.1	x	x	4	x	-8	x	x
CCOc1ccc(/C=N/NC(=O)c2nnn(-c3nonc3N)c2CN2CCC(C)CC2)cc1	-10	2.2	1	20	8	-2	-7	101	1
CCOc1cc(C=C(C#N)C#N)ccc1Oc1ccc([N+](=O)[O-])cn1	-6	-0.6	1	23	1	2	1	84	-3
Cc1ccn2c(NC3CCCCC3)c(C)nc2c1	0	-1.2	-1	14	13	-1	4	99	-3
Cc1ccc(C(=O)NCC(=O)Nc2ccc3c(c2)CCC3)cc1C	-1	-1.1	x	x	8	0	-10	x	x
Cc1ccc(NC(=O)COC(=O)c2ccc([N+](=O)[O-])s2)c(C)c1	-2	1.4	-5	-6	-7	1	-7	100	1
NNC(=O)c1ccc(COc2ccc3ccccc3c2)cc1	6	0.2	-15	-15	-1	-5	-23	107	-3
NS(=O)(=O)c1ccc(CNC(=O)Cc2ccccc2F)cc1	-5	-2.1	-1	1	2	1	-1	103	-2
CCc1ccc2nc(/N=C(\N)NC(=O)c3ccccc3)nc(C)c2c1	-6	1.6	-12	-29	-2	1	-4	94	5
c1csc(C2=NNC(=NC3CCCCC3)SC2)c1	-5	1.6	11	32	-5	x	-25	73	4
CC1(C)C(=O)OC(C(=O)c2ccccc2)C(C)(C)C1=O (stereo unspecified)	-3	-2.2	1	-28	6	3	23	99	1

One compound at a time, from the list above. Screens in order: GalR3 antag | CRFBP-R2 agonist | p-CIP stab down | PHOSPHO1 block | M4 PAM | IDE act | CRFBP-R2 block | MEKK3 PB1 HTS | IDE inh
CCc1ccc2nc(/N=C(\N)NC(=O)c3ccccc3)nc(C)c2c1 as listed: -6 | 1.6 | -12 | -29 | -2 | 1 | -4 | 94 | 5
Cc1ccn2c(NC3CCCCC3)c(C)nc2c1 as listed: 0 | -1.2 | -1 | 14 | 13 | -1 | 4 | 99 | -3
CCOc1ccc(/C=N/NC(=O)c2nnn(-c3nonc3N)c2CN2CCC(C)CC2)cc1 as listed: -10 | 2.2 | 1 | 20 | 8 | -2 | -7 | 101 | 1

Next part:
SMILES	GalR3 antag	CRFBP-R2 agonist	p-CIP stab down	PHOSPHO1 block	M4 PAM	IDE act	CRFBP-R2 block	MEKK3 PB1 HTS	IDE inh
CC1(C)c2ccccc2N(CC(N)=O)C12C=Cc1ccccc1O2 (stereo unspecified)	-6	-1.4	-12	16	1	2	-6	102	-3
CCOC(=O)c1cc(-c2ccc3c(c2)OCCO3)n[nH]1	-3	-0.1	-3	47	27*	3	-26	98	-5
O=C(Nc1ccc2sc3ccccc3c(=O)c2c1)c1ccccc1Cl	2	3.8	-5	12	2	5	13	99	-6
CCn1cc([N+](=O)[O-])c(C(=O)NCc2ccc(Cl)cc2)n1	-6	4.4	-13	45	12	5	4	105	3
O=C(Nc1ccc(Cl)cc1)Nc1ccc(Br)cn1	-9	2.5	-1	27	1	-1	-14	101	-4
O=C(Nc1cccc(S(=O)(=O)NC2=NCCCCC2)c1)c1cc(-c2ccncc2)nc2ccccc12	1	2.3	6	6	-13	4	-11	107	-6
CC(=O)c1cc(-c2ccccc2)n(CC(=O)NCc2cccs2)c1C	0	-7.3	3	6	1	2	-4	95	-1
O=c1[nH]c(=O)n(Cc2ccccc2)c2c1CCC2	-14	1.3	-2	-6	7	1	-18	102	1
Cc1cc(NC(=O)COc2ccccc2)ccc1Cl	1	-3.4	10	19	-6	2	0	104	2
CC(NC(=O)CN1C(=O)NC2(CCCC2)C1=O)c1ccc(Cl)cc1Cl (stereo unspecified)	-5	0.2	x	x	1	5	1	x	0
CC(=O)Nc1ccc(N2C(=O)c3ccc(C(=O)Nc4nnc(SCc5ccc(F)cc5)s4)cc3C2=O)cc1	-7	0.2	7	37	-6	0	16	97	-1
C/C(=N\NC(N)=S)c1ccc(-n2ccnc2)cc1	-4	-2.4	-2	25	11	1	-5	102	2
COc1ccc(CCN2CC(C(=O)NCc3ccon3)CCC2=O)cc1 (stereo unspecified)	-7	-1.4	x	x	-1	x	20	x	x
COc1ccc(C)cc1Nc1n[n+](-c2ccccc2)c(-c2cc([N+](=O)[O-])cc(OC)c2O)s1	x	21	-41	-7	0	-6	-12	98	-5
CN1CC[C@]2(CCN3CCc4c(oc5ccccc45)[C@@H]3C2)N(C)C1=O	-3	1.5	x	x	0	1	10	x	8
CCc1ccc(NC(=O)CSc2ccc(-c3sc(C)nc3C)nn2)cc1	-2	-1.3	-8	23	0	-1	-7	103	3
CCN(CC(=O)NCc1ccc(F)cc1)C(=O)C1CCN(C(=O)Nc2ccccc2)CC1	0	-0.2	9	-18	0	2	7	98	-2
Cc1c(C=O)c2ccccc2n1CCOc1ccccc1	2	-1.5	-22	9	-8	0	27	104	0
Cc1nc(CN2CCCCC2)cc(=O)[nH]1	-5	-1.4	-12	53	3	7	19	103	-1
C(=C\c1nnc(-c2cccs2)o1)/c1ccccc1	-8	-0.8	-10	29	2	5	-19	104	-1
CCCn1c(C(C)Nc2nc(-c3ccc(Cl)c([N+](=O)[O-])c3)cs2)nc2ccccc21 (stereo unspecified)	-4	-0.7	-5	-13	10	-5	3	103	2
Cc1cc(NC(=O)C(C)SCC(=O)OCC(=O)N(C)c2ccccc2)no1 (stereo unspecified)	2	1.2	x	x	1	3	2	x	-3
COCCCNC(=O)COc1ccc(-c2nccc(-c3ccccn3)n2)cc1	-3	5.1	-6	11	0	4	-49	104	0
CN1CCN(CCC(=O)N2c3ccccc3Sc3ccc(Cl)cc32)CC1	-5	0.9	-11	9	-20	5	31	103	-4
CN(CC(=O)Nc1ccccc1Br)C(=O)c1cc2c(s1)CCCCC2	-4	0.8	x	x	-2	1	-4	x	1
COc1cccc(OC)c1C(=O)Nc1sc2c(c1C(N)=O)CCCC2	-4	1.0	x	x	-2	x	-7	x	0
CN(Cc1ccccc1)S(=O)(=O)c1ccc(Cl)c(C(=O)OCC(N)=O)c1	2	0.1	-5	24	-1	4	3	103	-2
CCOc1ccccc1NC(=S)N1CCN(c2cccc(C)c2C)CC1	-15	-1.6	-2	23	2	1	6	102	1
O=C(NC1CC2CCC(C1)N2C(=O)NCc1ccccc1)NC12CC3CC(CC(C3)C1)C2 (stereo unspecified)	-2	-3.0	-4	43	-3	0	-4	x	2
O=C(NCc1ccc(F)cc1)C1CCN(S(=O)(=O)N2CCC3(CC2)OCCO3)CC1	-1	-1.6	17	-2	2	5	-4	105	-1
COCCn1c(=O)c2c(nc3n2CC(C)CN3Cc2ccccc2)n(C)c1=O (stereo unspecified)	-5	-2.9	-3	10	-4	4	-9	104	2
Cc1cc(C(=O)Nc2nc3ccc(S(C)(=O)=O)cc3s2)c(C)o1	-7	-6.3	-7	34	-2	-5	-23	101	0
COc1ccc(/C=N/n2c(N)nc3ccccc32)cc1OC	0	-0.4	-2	16	-4	0	-11	92	-4
CC(c1ccccc1)n1c(NCCCn2ccnc2)nc2c1c(=O)[nH]c(=O)n2C (stereo unspecified)	-5	x	2	0	x	x	x	102	x
COc1ccccc1N(C)S(=O)(=O)c1ccc(Cl)c(C(=O)NCc2ccco2)c1	-1	-1.5	x	x	-1	2	27	x	2
CCCc1nn(C)c(C(=O)Nc2cccc(CC)c2)c1Cl	2	5.4	4	16	4	6	-41	100	2
Cc1cc(C)nc(SCCN2CCOCC2)n1	0	-2.0	6	6	-1	3	6	102	-4
Cc1c(NS(=O)(=O)c2cccc(C(=O)NC(C)c3ccccc3)c2)c(=O)n(-c2ccccc2)n1C (stereo unspecified)	-5	-0.1	x	x	9	7	10	x	x
OCCCCNCc1ccc(OCc2ccc(Cl)cc2)cc1	-13	1.1	-10	18	-7	1	-9	108	-4
Cc1cc(NC(=O)CCS(=O)(=O)c2ccc(F)cc2)no1	-4	-2.4	x	x	6	1	10	x	4
COCCCn1c(-c2ccccc2)nc2ccccc2c1=O	1	-1.2	-5	9	-4	0	-3	97	4
N/C(=N\OC(=O)N1c2ccccc2Sc2ccccc21)c1ccccc1	-1	1.4	5	-21	-5	1	-2	98	3
O=C(c1ccccc1)N1CCC(c2nc(-c3ccc(S(=O)(=O)NCC4CCCO4)cc3)no2)CC1 (stereo unspecified)	-2	1.8	4	10	5	-3	6	95	0
COc1ccccc1N1CCN(CCCN2C(=O)C3CCCCN3C2=O)CC1 (stereo unspecified)	-8	4.6	x	x	1	-5	-6	x	x
NS(=O)(=O)c1cccc(NC(=O)/C=C/c2cccs2)c1	-3	0.2	-7	34	3	5	5	101	-1
COC(=O)c1cnn2c1C(=O)N(Cc1cccs1)CC2	-5	0.3	1	37	-17	-3	-4	107	1
CCOC(=O)c1sc(NC(=O)CSc2n[nH]c(-c3ccccc3)n2)c(C#N)c1C	1	20	-2	77*	-12	0	0	x	5
Cc1ccc(CSc2nnc3nc(C)cc(C)n23)cc1	5	-2.3	-5	8	5	-2	-9	100	-3
COc1ccc(S(=O)(=O)N2CCOCC2)cc1NC(=O)CC1CC2CCC1C2 (stereo unspecified)	-5	-1.9	x	x	20	6	80*	x	-5
